GBA activity up: increases beta-glucosidase activity in Gaucher fibroblasts | activation, % at 10 µM | AID 784 | L444P Gaucher fibroblasts, 4-MU-glucoside fluorescence, 3 days | 0.44% of 30,000 active; in the data active = activation above about 65%;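 also: 0% = vehicle wells and 100% = positive control wells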
Target sequence (P04062 whole entry L483P): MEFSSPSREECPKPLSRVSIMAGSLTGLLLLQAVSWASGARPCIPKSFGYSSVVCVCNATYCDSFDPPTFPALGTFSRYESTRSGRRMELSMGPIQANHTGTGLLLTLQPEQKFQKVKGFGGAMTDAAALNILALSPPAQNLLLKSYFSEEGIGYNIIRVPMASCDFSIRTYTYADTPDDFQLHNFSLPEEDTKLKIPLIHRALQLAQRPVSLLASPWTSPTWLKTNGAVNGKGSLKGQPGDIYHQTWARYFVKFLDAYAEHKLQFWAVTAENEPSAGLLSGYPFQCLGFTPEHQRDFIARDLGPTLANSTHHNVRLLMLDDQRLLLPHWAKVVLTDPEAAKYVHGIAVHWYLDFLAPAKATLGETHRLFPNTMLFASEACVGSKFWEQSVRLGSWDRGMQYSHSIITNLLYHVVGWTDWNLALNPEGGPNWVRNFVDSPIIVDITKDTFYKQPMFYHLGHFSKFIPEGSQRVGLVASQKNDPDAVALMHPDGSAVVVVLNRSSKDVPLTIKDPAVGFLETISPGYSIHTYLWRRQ
* marks the source's active call; other numbers are inactive results.

SMILES | GBA activity up
COc1ccccc1C(=O)Nc1ccc(S(=O)(=O)Nc2cc(C)on2)cc1 | -58
COc1ccc(C(C)NC(=O)C2CCCO2)cc1OC (stereo not given) | 2
Cc1ccc(Cl)cc1N1CCN(C(=O)c2ccc(CN3CCOCC3)cc2)CC1 | -11
COc1cccc(N2CCN(C3CCCC(C)C3)CC2)c1 (stereo not given) | -6
COc1ccccc1NC(=O)N1CCCC1C(=O)NCc1ccccc1 (stereo not given) | -32
O=C(NCc1ccccc1)C1CCCN(C(=O)Nc2ccccc2)C1 (stereo not given) | -64
CCOC(=O)c1c(C)n(C)c2cc(OCCN(CC)CC)ccc12 | -15
COC(=O)CCn1nnc(-c2ccc(C)cc2)n1 | -13
CC1CCN(S(=O)(=O)c2ccc3c(c2)c(=O)c(C(=O)N2CCCCC2)cn3C)CC1 | -23
Cc1nc2c3cnn(-c4ccccc4)c3ncn2n1 | -4
O=C(CCn1c(=O)oc2ccccc21)N1CCOCC1 | -32
CS(=O)(=O)Nc1ccc(Cc2ccc(NS(C)(=O)=O)cc2)cc1 | -5
O=C(CN1C(=O)C2C3C=CC(C3)C2C1=O)NCCN1CCCc2ccccc21 (stereo not given) | -2
Cc1nnc(NC(=O)CSc2nnc(Cc3ccccc3)n2Cc2ccccc2)s1 | -18
Cc1cc(C)c(C#N)c(SCS(=O)Cc2ccccc2)n1 (stereo not given) | -18
CCCn1c(SCC(=O)Nc2sc(C)c(C)c2C(=O)OCC)nc2c1c(=O)n(C)c(=O)n2C | -2
O=C(COC(=O)c1cccs1)Nc1ccccc1 | -14
COc1ccc(-c2c(C)oc3c(CN4CCN(CCO)CC4)c(O)ccc3c2=O)cc1OC | -23
N#CC1=C(N)Oc2cc(O)ccc2C1c1cccs1 (stereo not given) | -8
CC1=CCC2C(=O)N(c3ccc(Br)cc3C)C(=O)C2C1 (stereo not given) | 1
O=C(CSc1nc2cccnc2n1Cc1ccccc1)NCc1ccco1 | -14
CCN1CCN(C(=O)CN(c2ccccc2C)S(C)(=O)=O)CC1 | 19
Cc1ccc(N(C=NC#N)CC(=O)N2CCN(c3ccccc3)CC2)cc1 | -36
c1ccc2c(c1)CC1(CCCC1)n1nnnc1-2 | -11
Cc1ccc(S(=O)(=O)NCC(=O)OCC(=O)Nc2ncc(Cl)cc2Cl)cc1 | -2
Further structures
SMILES | GBA activity up
CCOC(=O)c1sc(NC(=O)CSc2nnnn2-c2ccccc2)c(C(=O)OCC)c1C | -21
CCOC(=O)c1cc2sccc2n1CC(=O)Nc1ccc(OC)c(OC)c1 | -8
CCCn1c(SCC(=O)NCc2ccco2)nc2c1c(=O)n(C)c(=O)n2C | 15
CCc1ccccc1-n1cnc2cc(C(=O)O)ccc21 | -32
COc1ccc(S(=O)(=O)n2nc(OC(=O)c3c(-c4ccccc4Cl)noc3C)cc2N)cc1 | -6
COC(=O)C1=C(C)Nc2nnnn2C1c1cccs1 (stereo not given) | -21
COC(=O)c1[nH]c2cc(C)ccc2c1NC(=O)CN1CCCc2ccccc21 | 10
CCOC(=O)CC(=O)CSc1ccc2nnc(-c3ccc(F)cc3)n2n1 | 1
Cc1cc(C)n(-c2nnc(C)n2NS(C)(=O)=O)n1 | 1
Cc1ccc(CN2C(=O)CCC2C(=O)NCC2CCCO2)cc1 (stereo not given) | 3
COc1ccccc1N1CCN(C(=O)CCn2c(=O)[nH]c3ccsc3c2=O)CC1 | -10
O=C(c1cccn2c(=O)c3cc(Cl)ccc3nc12)N1CCN(Cc2ccc3c(c2)OCO3)CC1 | 6
C/C(N)=C(/C#N)C(=O)CSc1nnc(Cc2ccccc2F)n1N | 18
CC(=O)Nc1ccc(S(=O)(=O)NCc2csc(C)n2)cc1 | -9
CC(C)C(=O)Nc1ccc(NC(=O)c2ccco2)cn1 | 2
Cc1ccc(C(=O)N2CCN(c3ccccc3)CC2)cc1S(=O)(=O)N1CCCC1 | 2
COc1cc(C2C3C(=O)N(Cc4ccccc4)C(=O)C3ON2c2ccccc2)cc(OC)c1O (stereo not given) | -3
O=S(=O)(/N=S1/CC=CCN1S(=O)(=O)c1ccccc1)c1ccccc1 (stereo not given) | -51
CCc1ccc(S(=O)(=O)NCc2csc(C)n2)s1 | -1
COc1nnc(-c2ccc(N3CCOCC3)c(NC(C)=O)c2)c2ccccc12 | 2
CC1CCN(S(=O)(=O)c2cccc(C(=O)Nc3nccs3)c2)CC1 | -12
CC(=O)NC(=S)c1c(N)n(Cc2ccccc2)c(=O)n(C)c1=O | 13
Cn1c(=O)[nH]c(=O)c2c1nc(Br)n2CC(O)COCc1ccccc1 (stereo not given) | -5
CCC(=O)Oc1ccc(C2N(C(=O)CC)CCN2S(=O)(=O)c2ccc(C)cc2)cc1OC (stereo not given) | -12
COc1ccc(C(=O)NCc2nnc(SCC(=O)N3CCc4ccccc43)o2)cc1OC | -51
Next part:
SMILES | GBA activity up
CC1CCN(C(=O)CSc2ccc3nnc(-c4ccccc4)n3n2)CC1 | 24
Oc1c(I)cc(Cl)c2cccnc12 | -38
CC(=O)Oc1ccc(-c2nc(-c3cccnc3)no2)cc1 | -11
N#Cc1c(NC(=O)CSc2nnc(-c3ccccc3O)n2-c2ccccc2)sc2c1CCCC2 | 2
Cc1cccn2c(=O)c3cc(C(=O)N4CCN(c5ccccc5)CC4)n(C)c3nc12 | 7
O=C(NCCN1CCOCC1)c1ccc(Cl)c(S(=O)(=O)N2CCCCCC2)c1 | -24
Cc1cc(C(=O)CSCc2nnc3n(CCC(C)C)c(=O)c4ccccc4n23)c(C)n1C | -14
CCCCN(C)CCn1c(=S)[nH]c2ccc(N3CCOCC3)cc2c1=O | 58
Cc1cc(C)cc(-n2nnc(C(=O)NCc3ccccc3)c2N)c1 | -7
CCn1c(CNc2ccc(F)cc2)nnc1SCC(=O)N1CCCc2ccccc21 | -18
CCOCCn1c(CN2CCN(CCO)CC2)nc2c1c(=O)n(C)c(=O)n2C | 9
COc1ccc(-n2nnnc2SCC#CCO)cc1 | -4
COc1nc(Oc2ccc(=O)[nH]n2)nc(N2CCOCC2)n1 | -7
Cc1ccc(C(=O)N2CCCCCC2)cc1Br | -17
Cc1ccc(OCC(=O)Nc2ccc(-c3nc4ncccc4o3)cc2)c(C)c1 | -12
Cc1ccc2cc(-c3noc(C(C)(C)C)n3)c(=O)[nH]c2c1 | 3
CCOC(=O)N1CCN(C(=O)CSc2nnc(-c3cccc(OC)c3)o2)CC1 | 22
O=C(CSc1nc(-c2ccccc2)cc(C(F)(F)F)n1)NCCN1CCOCC1 | -3
O=C(OCC(=O)N1CCN(C(=O)c2ccco2)CC1)c1ccccc1C(=O)c1ccccc1 | 25
O=C(c1ccccc1C(=O)N1CCN(c2ccc(F)cc2)CC1)N1CCN(c2ccc(F)cc2)CC1 | -9
COC(=O)c1cc2ccccc2c(=O)s1 | 15
COc1cccc(OCC(O)CN2CCC(Cc3ccccc3)CC2)c1 (stereo not given) | -25
COc1ccc2cc(C(=O)NCc3ccco3)c(=O)oc2c1 | -4
N#CCCn1cc(C(CC(=O)c2ccccc2)C(=O)O)c2ccccc21 (stereo not given) | -19
COc1ccc(-n2nc(C(=O)N3CCCCC3)c3ccccc3c2=O)cc1 | -21
The results go on:
SMILES | GBA activity up
CN(c1ccc(OCc2nnc(-c3ccccc3)o2)cc1)S(=O)(=O)c1ccccc1 | -5
O=C(CSC1CCCCC1)Nc1nccs1 | 19
CCOc1cc(C2NC(=O)NC(O)(C(F)(F)F)C2C(=O)c2ccc(Cl)cc2)ccc1O (stereo not given) | 8
CCn1c(SCC(=O)Nc2nc(-c3ccc(C)cc3)cs2)nnc1-c1ccccc1O | 30
CC(C)CC(=O)Nc1cccc(-c2nc3ccccc3o2)c1 | 4
COc1ccc(CN(C(=O)c2cccs2)c2nccs2)cc1OC | -15
CC1CC(N(C(=O)c2ccco2)c2ccccc2)c2ccccc2N1 (stereo not given) | -16
COCC(C)n1c(COc2ccccc2F)nnc1SCc1c(C)noc1C (stereo not given) | 4
COC(=O)c1c(-c2ccncc2)csc1NC(=O)c1ccoc1C | -31
Cc1nc(N2CCOCC2)[nH]c(=O)c1CCC(C)C | -28
Cn1c(=O)c(C(=O)Nc2ncccc2O)c(O)c2ccccc21 | -15
CCC(=O)Nc1nc2ccccc2n1CCN(CC)CC | 7
COc1ccc(OC)c(C2C(C(=O)N(C)C)=C(C)Nc3nc4ccccc4n32)c1 (stereo not given) | -34
Cc1ccc(CCNC(=O)CCNS(=O)(=O)c2ccc3c(c2)c(=O)n(C)c(=O)n3C)cc1 | -10
O=C(NC(Cc1ccccc1)C(=O)NCc1ccccn1)c1ccco1 (stereo not given) | -25
Cc1cccc2c(=O)oc(-c3ccc4c(c3)C(=O)N(CC3CCCO3)C4=O)nc12 (stereo not given) | -4
COCCOCC(O)CN1CCN(c2ccccc2)CC1 (stereo not given) | -45
CCOc1ccc(C(=O)N2CCN(C(=O)c3ccco3)CC2)cc1OCC | -5
O=C(Nc1ccc(N2CCOCC2)cc1)Nc1ccc2nc(-c3ccco3)c(-c3ccco3)nc2c1 | -30
O=S(=O)(c1cccc2cccnc12)N1CCOCC1 | -2
COc1ccc(Br)cc1-c1nc(C)c(C(C)=O)n1O | -15
CCOC(=O)N1CCN(C2=NC3(CCCCC3)C(C#N)C(=O)N2)CC1 (stereo not given) | 8
O=C(O)c1ccc(NCc2ccc3c(c2)OCO3)cc1 | -31
Nc1ccc2[nH]ncc2c1 | -39
O=c1c(-c2ccc3c(c2)OCCO3)coc2c(CN3CCOCC3)c(O)ccc12 | 10
Continued.
SMILES | GBA activity up
CCCCC(=O)c1c(O)c2ccccc2oc1=O | 39
Cc1ccc(-n2c(C)cc(C(=O)CSc3nnnn3C)c2C)cc1 | -16
O=C(Nc1ccc(Br)cc1F)c1sccc1-n1cccc1 | -9
O=S(=O)(c1ccc(S(=O)(=O)N2CCCN(Cc3ccccc3)C2)cc1)N1CCCCCC1 | -38
CCCCNC(=O)c1c(C)cc(=O)oc1C | 4
COc1cccc(-c2nn(C)c3sc(C(=O)NCc4ccco4)cc23)c1 | 6
O=C(NCCN1CCN(c2ccccc2)CC1)C1CCN(S(=O)(=O)c2cccs2)CC1 | -23
CCCS(=O)(=O)N1CCC(C(=O)NCCc2ccccc2)CC1 | -15
COc1ccccc1C(=O)OCC(=O)Nc1ccc(OC(F)F)cc1 | 5
O=C(CSc1nnc(Cc2cccs2)n1-c1ccccc1)Nc1ccc2c(c1)OCCO2 | -7
COCc1cc(C)c(C#N)c(=S)[nH]1 | -7
CCOC(=O)CSc1nnc(-c2nnc(SCC(=O)OCC)n2CC)n1CC | -13
O=C(Nc1ccn(C2CC(OC(=O)c3ccccc3)C(CO)O2)c(=O)n1)c1ccccc1 (stereo not given) | 8
N#CC1=C(N)N(c2ccccc2C#N)C2=C(C(=O)CCC2)C1c1ccsc1 (stereo not given) | -2
CCOC(=O)C1CCN(C(=O)Nc2ccc(NC(=O)C3CCN(C(=O)OCC)CC3)cc2)CC1 | -17
CCN(CC)S(=O)(=O)c1cccc(C(=O)NC(C(=O)Nc2nnc(C3CC3)s2)C(C)C)c1 (stereo not given) | -4
O=c1oc2ccc3ccccc3c2cc1-c1nnc(-c2ccccc2)o1 | -21
O=C(CC1N=C2c3ccccc3N=C(SCc3ccc(Cl)cc3)N2C1=O)NCc1ccco1 (stereo not given) | -1
C=C(C)CSc1nnc(-c2cccc(S(=O)(=O)N(C)C)c2)n1-c1cc(OC)ccc1OC | -19
CC(Oc1ccc(Cl)cc1Cl)C(=O)Nc1ccc2oc(-c3ccncc3)nc2c1 (stereo not given) | 60
N#C/C(=C1\CCCN1)c1nc2ccccc2c(=O)[nH]1 | -4
O=C(Nc1nnc(C(F)(F)F)s1)c1cccnc1 | -7
CCOC(=O)C1CCN(Cc2ccc(C(=O)OC)cc2)CC1 | -11
COc1ccc(-c2c(C)n([O-])c(C)c(C)[n+]2=O)cc1OC | 1
CCOC(=O)CCCCNCc1ccccc1 | -9
C=CCn1c(-c2ccc(Cl)cc2)c[nH]c1=S | 0
Cc1ccc(C(=O)N2CCN(S(C)(=O)=O)C2)cc1 | -43
O=C(O)CCN(CCC(=O)O)c1ccccc1 | 9
Cc1nc(S(=O)(=O)N(C)Cc2ccccc2)c(C#N)c(C)c1Cl | 34
COCCn1c(=N)c(C(=O)NCCc2ccc(OC)cc2)cc2c(=O)n3cccc(C)c3nc21 | -24

Source: PubChem

Not all compounds are listed. The share of hits here may be higher or lower than overall.
